M1 ag: M1 muscarinic receptor agonists, primary screen, CHO-M1 cells, Fluo-4 calcium, agonist mode. 3% of 64,000 active. B-score at 10 µM. Fluo-4 calcium fluorescence; active compounds read high. AID 626, 2007. Muscarinic acetylcholine receptor M1;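 active means fluorescence rise, raw or as B-score row- and column-corrected plate score, outside the 99.7% band of its plate's samples, either direction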
5HT1E antag: 5-HT1E receptor antagonists, primary screen, cell-based, HTS | 5-hydroxytryptamine receptor 1E (Homo sapiens), P28566 | CHO 5-HT1E Ga15 NFAT-bla reporter, FRET, antagonist | inhibition, % at 6 µM | 0.99% of 65,000 active;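 active means inhibition above a set limit, the mean inhibition across every tested compound plus 3 SD, cut at about 29% in these data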;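 further: signal is the 460 over 535 nm emission ratio of beta-lactamase substrate; 0% = agonist plus DMSO wells and 100% = wells without agonist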
Target sequence (P28566 whole entry, looked up): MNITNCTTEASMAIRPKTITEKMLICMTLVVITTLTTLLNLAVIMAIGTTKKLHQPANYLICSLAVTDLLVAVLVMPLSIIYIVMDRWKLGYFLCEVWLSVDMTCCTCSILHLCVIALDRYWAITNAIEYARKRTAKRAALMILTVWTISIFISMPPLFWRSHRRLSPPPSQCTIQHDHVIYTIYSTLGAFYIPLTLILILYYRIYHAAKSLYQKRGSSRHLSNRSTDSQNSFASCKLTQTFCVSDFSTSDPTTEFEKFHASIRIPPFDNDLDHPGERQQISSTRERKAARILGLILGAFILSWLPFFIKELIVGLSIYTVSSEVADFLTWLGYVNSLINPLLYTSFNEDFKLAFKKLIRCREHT
S1P1 ag pot: S1P1 agonists and agonism potentiators, primary screen, cell-based, primary and confirmation screens, CRE-bla reporter; activation, % at 9.5 µM; 0.57% of 56,000 active; AID 449, 2006; Sphingosine 1-phosphate receptor 1 (Homo sapiens), P21453; S1P1 CRE-bla cells, forskolin, beta-lactamase FRET, potentiator mode; S1P1 agonist co-added at EC20, 2 nM; 100% = saturating reference agonist, 0% = basal;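 active means activation above a cutoff set at the mean activation of all tested compounds plus 3 SD, cut at about 54% in these data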;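 further: forskolin at 4 µM as EC80 and the EC20 agonist is SEW2871; 100% = SEW2871 at its EC100 plus forskolin at EC80; some compounds past the cut are filed as inactive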
S1P3 ag: human S1P3 receptor agonists, primary screen, cell-based, primary and confirmation, NFAT-BLA reporter | Sphingosine 1-phosphate receptor 3 (Homo sapiens), Q99500 | S1P3 NFAT-BLA reporter cells, agonism, FRET ratio; relative to 1 µM S1P, basal subtracted | activation, % at 4.5 µM | 0.1% of 60,000 active | AID 373, 2006;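 active means activation above the screen-wide mean plus 3 SD, cut at about 4.5% in these data, passing the limit was not always enough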; further: some compounds called inactive have numbers as strong as hits
Target sequence (Q99500 whole entry, looked up): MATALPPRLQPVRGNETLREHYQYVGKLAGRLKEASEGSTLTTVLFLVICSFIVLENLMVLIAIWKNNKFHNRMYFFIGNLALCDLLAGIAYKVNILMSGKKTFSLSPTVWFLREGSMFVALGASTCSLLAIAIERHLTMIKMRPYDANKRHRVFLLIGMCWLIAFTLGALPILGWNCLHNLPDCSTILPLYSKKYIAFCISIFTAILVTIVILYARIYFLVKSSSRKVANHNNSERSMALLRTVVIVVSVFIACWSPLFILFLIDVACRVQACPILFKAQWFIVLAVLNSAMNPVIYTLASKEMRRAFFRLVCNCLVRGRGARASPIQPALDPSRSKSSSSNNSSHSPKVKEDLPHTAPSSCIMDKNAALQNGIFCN
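material = human S1P3 NFAT-BLA reporter CHO cells | schedule = 4 h compound at 37 °C, 2 h substrate at RT | measured by = fluorescent BLA substrate, ex 405 nm, em 460/535 nm ratio | controls = 1 µM S1P reference | replication = primary once, confirmation triplicate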
M1 antag: antagonists of rat M1 muscarinic receptor | Muscarinic acetylcholine receptor M1 (Rattus norvegicus), P08482 | CHO-M1 cells, Fluo-4 calcium, ACh EC80 antagonist mode; active compounds read low | 3.4% of 64,000 active | B-score at 10 µM;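 active means calcium fluorescence response, raw or row-and-column corrected B-score, differing from the plate sample mean either way at a set confidence level, mostly lower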
5HT1E ag: 5-HT1E receptor agonists, primary screen, cell-based, HTS. CHO 5-HT1E Ga15 NFAT-bla reporter, FRET; 0% DMSO wells, 100% control agonist wells. 0.69% of 65,000 active. 5-hydroxytryptamine receptor 1E (Homo sapiens), P28566. activation, % at 6 µM;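 active means activation above a set limit, the screen-wide mean activation plus 3 SD, cut at about 8.5% in these data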;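 further: 100% = positive control agonist at 1 µM giving full maximal response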
5-HT1A blocker: human 5-HT1a receptor antagonists, primary screen, cell-based, CHO, Ga15 NFAT-bla reporter; 5-hydroxytryptamine receptor 1A (Homo sapiens), P08908; CHO 5-HT1a Ga15 NFAT-bla reporter, antagonist mode; inhibition, % at 10 µM; 0.68% of 62,000 active; AID 612, 2007;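 active means inhibition above the mean of all tested compounds plus 3 SD, cut at about 43% in these data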;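 further: receptor stimulated by 5-CT agonist at 100 nM near EC80; beta-lactamase reporter measured by ratiometric fluorescence of a cleavable substrate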
5HT1a ag: human 5-HT1a receptor agonists, primary screen, cell-based, CHO, Ga15 NFAT-bla reporter. CHO 5-HT1a Ga15 NFAT-bla reporter, FRET ratio; 0% basal, 100% maximal reference agonist. AID 567, 2006. activation, % at 10 µM. 0.56% of 65,000 active. 5-hydroxytryptamine receptor 1A (Homo sapiens), P08908;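 active means activation above the screen-wide mean activation plus 3 SD, cut at about 19% in these data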;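 further: 0% = DMSO wells and 100% = 5-CT at EC100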
Jurkat tox 60K: cytotoxicity toward Jurkat T cells, primary screen, cytotoxicity control, cell-based, Jurkat E6.1, 60K MLSMR library | 1.2% of 56,000 active | inhibition, % at 4 µM | Jurkat E6.1 viability, ATP luminescence, 48 h;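 active means inhibition above the mean inhibition of all tested compounds plus 3 SD, cut at about 28% in these data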
* hit, by the source's call; nt = no result given.

SMILES | M1 ag | 5HT1E antag | S1P1 ag pot | S1P3 ag | M1 antag | 5HT1E ag | 5-HT1A blocker | 5HT1a ag | Jurkat tox 60K
O=C(O)C1C2CCCCC2=C2CCCCC2C1C(=O)O (configuration not stated) | -0.33 | 4 | -18 | -1.3 | -0.044 | 0.2 | 0 | -1.0 | 3
Cc1cc(NCCN2CCOCC2)n2nc(C)c(-c3ccc(Cl)cc3)c2n1 | -0.42 | 32* | -10 | -0.7 | -0.22 | 1.1 | -2 | 3.1 | 3
COC(=O)c1ccccc1NC(=O)CSc1nnc(-c2ccncc2)o1 | -0.75 | 11 | -16 | -4.4 | 0.014 | -0.6 | nt | 1.1 | nt
COc1cccc(CC(=O)Nc2nccs2)c1 | -1.7 | 2 | -3 | 0.3 | 0.068 | -0.7 | -8 | -3.3 | 2
c1ccc2c(c1)CCCC2NC1=NCCC1 (configuration not stated) | 0.35 | -6 | -1 | 0.3 | 0.0078 | -0.4 | 4 | -2.6 | -5
C=C(C)Cn1c(-c2ccc(OC)cc2)nc2ccccc21 | 0.31 | 12 | 8 | -3.9 | -1.1 | -0.9 | nt | -0.8 | nt
O=C(C1CCN(S(=O)(=O)c2cccc3cccnc23)CC1)N1CCN(C2CCCC2)CC1 | 0.19 | 1 | 0 | -0.3 | -0.8 | 0.3 | 2 | -0.9 | -2
CCOC(=O)NC1(C(F)(F)F)NC(=O)N(Cc2ccco2)C1=O (configuration not stated) | 0.49 | -2 | 13 | -1.3 | 0.38 | 0.0 | 6 | -0.1 | 0
CCCN(CCO)Cc1cccc(Br)c1 | 0.68 | -12 | nt | -1.0 | 0.068 | 0.5 | -4 | 0.2 | 6
CCOC(=O)N1CCC(NS(=O)(=O)c2cc3c(cc2Cl)NC(=O)CO3)CC1 | -0.27 | 10 | 6 | -1.1 | -0.43 | 0.1 | 11 | -4.8 | 5
CCOC(=O)C(Cc1cc(C(C)=O)ccc1OC(C)C)C(=O)OCC | -0.28 | 3 | 6 | 0.8 | 0.34 | 0.0 | -12 | -1.1 | -5
CCn1c2ccccc2c2cc(N)ccc21 | -0.42 | 2 | 10 | -0.8 | -0.39 | -0.1 | 6 | -4.3 | 2
N#Cc1nc(-c2ccc(Cl)cc2)oc1NCc1cccc2c1OCO2 | -0.22 | -1 | 4 | -1.4 | 1.1 | -0.8 | 27 | -2.4 | 1
O=C(CC(C(=O)N1CCc2ccccc21)n1ccnc1)N1CCc2ccccc2C1 (configuration not stated) | 0.5 | 2 | 9 | 1.0 | 0.18 | 0.3 | -3 | -1.9 | 0
COC(=O)C(C)Sc1nc2c(c(=O)[nH]c(=O)n2C)n1CCCc1ccccc1 (configuration not stated) | 1.2 | -3 | -19 | -1.1 | -0.013 | 0.7 | -13 | 5.3 | -1
Cc1onc(-c2ccccc2)c1C(=O)Oc1cccnc1 | -0.11 | 6 | 2 | -1.2 | -0.093 | -0.2 | 17 | -0.6 | -1
N#C/C=C1\Sc2ccccc2C(=O)N1CC(=O)N1CCN(S(=O)(=O)c2ccccc2)CC1 | 0.063 | -2 | -14 | -0.6 | -0.47 | 1.3 | 6 | -1.2 | -4
CCCC(=O)Nc1cnc(NC(=O)c2cccc(F)c2)cc1C | 0.61 | 7 | nt | nt | 0.015 | -0.3 | -1 | -1.0 | nt
O=C1C2C3C=CC(C3)C2C(=O)N1Cc1cccnc1 (configuration not stated) | -0.78 | -8 | 3 | 0.7 | 0.33 | -0.3 | 3 | -2.4 | -5
COc1cc2nc(SCC(N)=O)n(CCC3=CCCCC3)c(=O)c2cc1OC | 0.25 | -7 | -9 | 0.4 | 1.1 | 1.6 | -9 | 2.5 | -4
CCC1Oc2ccccc2N(CC(=O)NCCN2CCc3ccccc3C2)C1=O (configuration not stated) | -1.4 | -9 | -14 | 1.8 | -1.7* | 0.5 | 0 | -1.2 | -3
COc1ccc(C)cc1NS(=O)(=O)c1cccc2nonc12 | 0.26 | -10 | nt | nt | 0 | -0.3 | 10 | -0.1 | nt
O=C(CCc1nc2ccccc2c(=O)[nH]1)NC1CCN(Cc2ccccc2)CC1 | -0.0012 | -5 | 8 | -0.8 | -0.31 | 0.1 | -9 | -0.2 | 6
Cc1n[nH]c(C)c1S(=O)(=O)N1CCN(c2ccccn2)CC1 | -0.015 | -9 | nt | nt | -0.14 | 0.0 | -1 | -3.0 | nt
CC(=O)c1cc(C)ccc1OC(=O)c1ccco1 | -0.97 | 3 | 0 | -1.9 | 0.57 | 0.4 | 4 | -2.0 | -2

An excerpt of these results, field by field.
COc1cc2nc(SCC(N)=O)n(CCC3=CCCCC3)c(=O)c2cc1OC
  M1 ag: 0.25
  5HT1E antag: -7
  S1P1 ag pot: -9
  S1P3 ag: 0.4
  M1 antag: 1.1
  5HT1E ag: 1.6
  5-HT1A blocker: -9
  5HT1a ag: 2.5
  Jurkat tox 60K: -4
CCC1Oc2ccccc2N(CC(=O)NCCN2CCc3ccccc3C2)C1=O (configuration not stated)
  M1 ag: -1.4
  5HT1E antag: -9
  S1P1 ag pot: -14
  S1P3 ag: 1.8
  M1 antag: -1.7*
  5HT1E ag: 0.5
  5-HT1A blocker: 0
  5HT1a ag: -1.2
  Jurkat tox 60K: -3

Continued.
SMILES | M1 ag | 5HT1E antag | S1P1 ag pot | S1P3 ag | M1 antag | 5HT1E ag | 5-HT1A blocker | 5HT1a ag | Jurkat tox 60K
CCCc1cc(C(=O)Nc2sc(C(C)=O)c(C)c2C(=O)OCC)no1 | 0.66 | 4 | -38 | -1.0 | 0.43 | 0.7 | 2 | -3.1 | -1
CC(C)Cc1nc2oc3c(=O)[nH]cnc3c2c2c1CCC2 | 1.4 | 6 | -26 | -0.1 | -0.23 | 1.5 | -7 | -0.9 | 2
CC(=O)N1CCN(c2ccc(Oc3ncnc4sccc34)cc2)CC1 | 0.69 | 11 | 33 | -0.3 | 1.7 | 0.1 | 18 | -1.5 | 17
Cc1ccc(-n2c(SCC(=O)OC(C)C)nnc2-c2ccco2)cc1 | 0.012 | 1 | nt | 0.7 | -0.55 | -0.5 | 1 | 6.0 | -6
O=C(CC(c1ccccc1)c1ccccc1O)NCCN1CCOCC1 (configuration not stated) | -0.034 | 6 | nt | nt | -0.63 | -1.0 | -9 | -2.0 | nt
Cc1nc(SCC(=O)Nc2ccc3c(c2)OCO3)c(C#N)c2c1CCCC2 | 0.08 | 7 | 14 | -2.5 | -0.16 | 0.1 | nt | 2.5 | nt
Cc1ccc(C(=O)Nc2ncc(Cc3ccc(F)cc3)s2)o1 | -0.2 | -1 | -10 | -0.6 | -0.85 | -1.8 | -25 | 2.7 | 0
Cn1c(=O)c2c(nc(NC(Cc3ccccc3)C(=O)O)n2Cc2ccccc2)n(C)c1=O (configuration not stated) | 0.47 | -1 | -51 | -0.6 | 1 | 2.0 | 4 | -1.9 | 0
CCCn1c(C)cc(C(=O)CN2C(=O)c3ccccc3C2=O)c1C | -0.11 | -6 | -12 | -0.1 | 0.13 | -0.3 | 1 | -2.8 | 1
O=C(OCC(=O)N1CCCCC1)c1c[nH]c(=O)[nH]c1=O | -1.3 | 6 | -2 | -0.3 | -0.33 | 0.1 | -4 | -0.3 | -3
COCCOC(=O)c1c(C)n(C)c2ccc(OC(=O)C3CC3)cc12 | 0.0038 | 0 | -16 | -0.2 | 0.56 | 0.6 | -9 | 0.4 | 4
CCc1c(C)nc2c(C#N)c[nH]n2c1=O | -0.62 | 0 | -3 | -0.8 | -0.5 | -0.6 | -7 | -1.8 | 14
COc1ccc(NC(=O)c2cc3n(n2)C(C(F)(F)F)CC(c2ccc4c(c2)OCO4)N3)cc1OC (configuration not stated) | 2.1 | -11 | 18 | -0.4 | -1.3 | -0.6 | 14 | -5.0 | 2
COc1nnnc2c1sc1nc(N3CCOCC3)c3c(c12)CC(C)(C)OC3 | -0.12 | -5 | -1 | -1.6 | 0.49 | -0.1 | nt | 0.7 | nt
O=C(c1cccc(F)c1)N1CCN(C(=O)c2cc(-c3ccc(Cl)cc3Cl)on2)CC1 | 0.96 | -12 | nt | -1.3 | -0.84 | 1.7 | -27 | 5.4 | -3
COc1ccccc1CCNS(=O)(=O)c1c(C)n(C)c(=O)n(C)c1=O | -0.2 | 7 | 16 | -0.8 | 1.2 | -0.5 | 8 | -4.6 | 6
O=C(O)CC1SC(=Nc2ccccc2)N(c2ccccc2)C1=O (configuration not stated) | 0.068 | -1 | nt | nt | -0.087 | -1.1 | -11 | 8.4 | nt
COc1ccc(N2CCCn3c2nc2c3c(=O)n(Cc3ccccc3F)c(=O)n2C)c(OC)c1 | 0.39 | 3 | 3 | -1.0 | 0.15 | 1.8 | 14 | -0.7 | 1
CN1CCN(S(=O)(=O)c2ccc(NC(=O)Cc3cccs3)cc2)CC1 | 0.73 | 0 | 18 | -0.8 | -0.27 | -1.3 | -17 | -1.8 | -4
CCOC(=O)N1CCN(C(=O)CCCOc2ccccc2)CC1 | 0.91 | -4 | 2 | -0.8 | -0.12 | 0.9 | -8 | -0.1 | 0
CCNC(=O)CC1C(=O)N(c2ccccc2)C(=O)N1CCc1ccc(OC)cc1 (configuration not stated) | 0.47 | 0 | nt | nt | 0.28 | -0.3 | -3 | -0.9 | nt
COc1ccc(OC)c(-c2[nH]nc3c2C(c2ccco2)C(C#N)=C(N)O3)c1 (configuration not stated) | 0.51 | 6 | -34 | -0.9 | 0.2 | 0.6 | 19 | -6.0 | 3
O=C(CSc1nnc(CNC(=O)c2cccs2)o1)NCc1ccc(F)cc1 | 1 | -4 | nt | nt | 0.68 | -0.8 | 6 | -2.0 | nt
CCOC(=O)c1ccccc1NC(=O)c1cccs1 | 0.62 | 2 | -41 | 0.0 | 0.16 | 0.7 | 11 | -3.2 | -3
Cc1occc1-c1nnc(SCC(=O)N2CCCc3ccccc32)n1Cc1ccco1 | 0.66 | -2 | -8 | -0.5 | -0.089 | 0.7 | 10 | -0.1 | 0
Cc1cc(C(=O)Nc2cccc(O)c2)co1 | 0.022 | 0 | -10 | -0.2 | 0.51 | -0.3 | -5 | -5.3 | 4
CCOC(=O)N1CCc2c(sc3c2C(=O)NC(c2ccc(-c4ccc(Cl)cc4)o2)N3)C1 (configuration not stated) | 0.21 | 2 | -12 | 0.1 | -0.022 | -0.5 | -2 | 1.1 | 0
O=C1CC(c2ccc3c(c2)OCO3)c2cc3c(cc2N1)OCCO3 (configuration not stated) | 0.88 | -2 | 12 | -0.9 | -1.2 | -0.6 | 6 | -0.7 | -6
COc1cc(NC(=O)c2cc3nc(C)cc(C)n3n2)c(OC)cc1Cl | 0.14 | -7 | nt | 0.0 | -0.52 | 1.4 | -9 | 2.2 | -7

Individual results from the entries so far.
Entry for COc1ccccc1CCNS(=O)(=O)c1c(C)n(C)c(=O)n(C)c1=O under M1 ag: -0.2
Entry for Cc1ccc(-n2c(SCC(=O)OC(C)C)nnc2-c2ccco2)cc1 under Jurkat tox 60K: -6
